From PubChem
Coupling enz: qHTS Assay for Inhibitors of Fructose-1,6-bisphosphate Aldolase from Giardia Lamblia: Coupling assay counterscreen. activity change, negative = inhibition, % at 58.2 µM, hits read low. coupling enzyme system counterscreen, AmpLite Red fluorescence. hit rate 0.67% among 290,000. AID 2472, 2010; in the data active = activity change below about -30%; note: % is set by controls: 0 for no effect and ±100 for the full control effect
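Counterscreen lacking aldolase: glyceraldehyde-3-phosphate coupling-enzyme reagent preincubated 10 min at RT with compound (at 57.5 uM final), then substrate/coupling system with AmpLite Red added; fluorescence read at 525/598 nm after 20 min RT.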
Tb PFK inh: qHTS Assay to Find Inhibitors of T. brucei phosphofructokinase; ATP-dependent 6-phosphofructokinase (Trypanosoma brucei brucei), O15648; T. brucei PFK, ADP-Glo luminescence; Potency, µM (top dose mostly 57.5 µM), inactives show top-dose activity, negative = inhibition, most hits filed as inhibitors; hit rate 0.17% among 330,000; AID 485367, 2010;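 note: potency is the fitted concentration of half-maximal effect; 0% = uninhibited 1x PFK enzyme wells and -100% = no-enzyme wells; nearly all actives have a fitted effect of over 60% in size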
Target sequence (O15648 whole entry, looked up): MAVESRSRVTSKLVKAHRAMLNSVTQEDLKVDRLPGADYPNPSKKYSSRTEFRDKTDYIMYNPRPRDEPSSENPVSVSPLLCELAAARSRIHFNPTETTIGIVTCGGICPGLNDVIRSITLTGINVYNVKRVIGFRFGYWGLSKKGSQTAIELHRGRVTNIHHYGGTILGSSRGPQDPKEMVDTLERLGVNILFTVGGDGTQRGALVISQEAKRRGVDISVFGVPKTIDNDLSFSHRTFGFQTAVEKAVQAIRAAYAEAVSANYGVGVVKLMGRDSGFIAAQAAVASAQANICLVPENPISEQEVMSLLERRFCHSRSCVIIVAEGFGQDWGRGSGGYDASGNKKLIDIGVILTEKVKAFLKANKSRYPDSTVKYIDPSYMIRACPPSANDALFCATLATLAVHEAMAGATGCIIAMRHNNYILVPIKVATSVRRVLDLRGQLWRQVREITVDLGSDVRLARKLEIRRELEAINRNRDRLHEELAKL
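Luminescent ADP detection (ADP-Glo, two-step: ATP depletion then ADP-to-ATP conversion for luciferase) reported PFK activity after 45 min room-temperature reaction of 1.25 nM enzyme with 0.5 mM F6P and 0.1 mM ATP at pH 8.0.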
Chronic BCR inh: qHTS Assay to Find Inhibitors of Chronic Active B-Cell Receptor Signaling; hit rate 0.05% among 340,000; ABC-DLBCL IkBa-CBG/CBR reporter, luminescence ratio, 4 h; Potency, µM (highest dose often 46.1 µM), inactives show top-dose ratio change, negative = lower green/red ratio, usual class: inhibitors; active = well fitted inhibition curve with a large enough effect in the signal ratio, with a control signal flat, not every such curve was filed as active; inconclusive = small, poorly fitted or top-dose-only effect, or effect the other way, or a change in a side signal; the % refers to the signal ratio;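 note: potency is the fitted concentration of half-maximal effect; plate controls were basal doxycycline-induced cells for no effect and cells given 10 µM MG132 for full effect; MG132 reads +100%, hits lower the ratio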
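Concentration-response series (up to 46 uM) were applied to TMD8 dual-reporter cells for 4 h at 37C with doxycycline. Green/red ratio, after filter-overlap correction, defined %Activity; red signal alone was normalised to basal cells and zero luminescence.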
Menin MLL FP TR: qHTS Assay for Inhibitors Targeting the Menin-MLL Interaction in MLL Related Leukemias: Competition With Texas Red Labeled MLL-derived Mutant Peptide; Menin + Texas Red MLL mutant peptide, fluorescence polarization; Potency, µM (top dose mostly 61.6 µM), for inactives: top-dose FP activity change, negative = inhibition, actives largely listed as inhibitors; hit rate 0.23% among 270,000; active = well fitted inhibition curve with a large enough effect in the polarisation, with a control signal flat, not every such curve was filed as active; inconclusive = small, poorly fitted or top-dose-only effect, or effect the other way, or a change in a side signal; inactive = no such curve, though single readings can be large or run the other way; the % refers to the polarisation; note: potency is the fitted concentration of half-maximal effect; % of control where 0% means no effect; many of its hits are not listed in these tables
B2AR arrestin: qHTS assay of beta-arrestin-biased ligands of beta2-adrenergic receptor; AID 492947, 2010; Beta-2 adrenergic receptor (Homo sapiens), P07550; Potency, µM (highest dose often 46.1 µM), without a hit: at the top dose activation, hits mostly activators; beta-arrestin recruitment to beta2AR, cell-based reporter; hit rate 0.02% among 330,000;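 note: potency is the fitted concentration of half-maximal effect; 0% = DMSO controls and full agonism = EC100 isoproterenol or metaproterenol; nearly all actives have a fitted effect of over 65% in size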
GALK inh: qHTS Assay for Inhibitors of Human Galactokinase (GALK) | Potency, µM (doses to about 57.5 µM), for inactives: top-dose activity change, negative = inhibition, most hits filed as inhibitors | Purified GALK, Kinase-Glo residual ATP luminescence | hit rate 0.007% among 270,000 | P51570; note: potency is the fitted concentration of half-maximal effect; % is set by controls: 0 for no effect and ±100 for the full control effect
Target sequence (P51570 whole entry, looked up): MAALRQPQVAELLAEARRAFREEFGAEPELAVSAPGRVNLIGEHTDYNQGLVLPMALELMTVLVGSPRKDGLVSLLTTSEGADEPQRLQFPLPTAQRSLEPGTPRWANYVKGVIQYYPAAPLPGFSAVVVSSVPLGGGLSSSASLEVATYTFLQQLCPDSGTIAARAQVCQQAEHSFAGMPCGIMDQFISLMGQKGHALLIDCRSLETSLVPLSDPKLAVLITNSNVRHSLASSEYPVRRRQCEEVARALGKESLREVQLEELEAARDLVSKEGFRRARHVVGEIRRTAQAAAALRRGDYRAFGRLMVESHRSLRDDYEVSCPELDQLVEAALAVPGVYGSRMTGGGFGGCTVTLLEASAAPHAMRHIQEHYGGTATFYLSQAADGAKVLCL
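Galactose (100 uM) and ATP (35 uM) were turned over by 5 nM GALK for 1 h at RT. Kinase-Glo Plus then converted the remaining ATP into a luminescent signal.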
a7 integrin act: qHTS for Activators of Integrin-Mediated Alleviation for Muscular Dystrophy; alpha7betagal myoblasts, beta-gal FDG fluorescence, 48 h; Potency, µM (top dose mostly 38.3 µM), without a hit: at the top dose activation, usual class: activators; hit rate 0.064% among 350,000; AID 624291, 2012;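 note: potency is the fitted concentration of half-maximal effect; 100% = response of the positive control SU9516; nearly all actives have a fitted effect of over 60% in size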
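Alpha7betagal+/- myoblasts (passage 13) were plated 16-24 hr, then exposed to compounds (1:260 dilution of DMSO stock) for 48 hours at 37C. After MPER lysis, β-galactosidase reporter activity was read as FDG fluorescence (ex 480/em 540) after 30 minutes.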
ASM inhibitor: Inhibitors of Secretory Acid Sphingomyelinase (S-ASM): qHTS | placental ASM, HMU-PC fluorogenic substrate, 60 min | Potency, µM (series often up to 57.5 µM), for the others: top-dose activity change, negative = inhibition, hits mostly inhibitors | hit rate 0.006% among 340,000 | Sphingomyelin phosphodiesterase (Homo sapiens), P17405 | AID 504937, 2011; note: potency is the fitted concentration of half-maximal effect
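Human placenta-derived ASM enzyme was preincubated with compound for 10 minutes at room temperature, then given fluorogenic substrate HMU-PC0 (9 uM final) for 60 minutes at 37 °C; a pH 10 stop preceded fluorescence reading at Ex 386/Em 447 nm.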
PKM2 activator: qHTS Assay for Activators of Human Muscle isoform 2 Pyruvate Kinase; Pyruvate kinase PKM (Homo sapiens), P14618; purified PKM2, Kinase-Glo ATP luminescence, activation; response scale: 0% is enzyme alone, no compound; Potency, µM (series often up to 57.5 µM), for inactives: top-dose activation, most hits filed as activators; hit rate 0.34% among 260,000; note: potency is the fitted concentration of half-maximal effect; % is set by controls: 0 for no effect and ±100 for the full control effect; nearly all actives have a fitted effect of over 55% in size
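hPK-M2, >95% pure; 0.1 mM ADP / 0.5 mM PEP final; imidazole pH7.2 buffer w/ 7 mM MgCl2, 50 mM KCl; 1 h RT; Kinase-Glo lum. Intermediate enzyme activity for dual inhibitor/activator qHTS.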
PTAP TSG101 blk: qHTS Assay for Iinhibitors of HIV-1 Budding by Blocking the Interaction of PTAP/TSG101. Tumor susceptibility gene 101 protein (Homo sapiens), Q99816. Fluorescence polarization, FITC-PTAP peptide / Tsg101 binding. Potency, µM (highest dose often 115 µM), inactives show at the top dose activity change, negative = inhibition, hits mostly inhibitors. 340,000 tested, under 10 active. AID 493005, 2010; active = well fitted inhibition curve with a large enough effect in the main read-out, with a control signal flat, not every such curve was filed as active; inconclusive = small, poorly fitted or top-dose-only effect, or effect the other way, or a change in a side signal; inactive = no such curve, though single readings can be large or run the other way; note: potency is the fitted concentration of half-maximal effect; % of control where 0% means no effect
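Compounds were pin-transferred onto Tsg101 binding domain (10 uM final) in HEPES pH 7.5 buffer, then FITC-PTAP peptide was added at 50 nM final. After 20 min at RT, polarization reported peptide displacement across a qHTS concentration series.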
Giardia killer: Small Molecules that selectively kill Giardia lamblia: qHTS; Giardia lamblia trophozoite viability; activity change, % at 7.66 µM, hits read low; hit rate 0.15% among 340,000; in the data active = activity change below about -80%; inconclusive = between about -30% and that limit;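 note: parasites exposed to compound for two days anaerobically before the ATP read; % is set by controls: 0 for no effect and ±100 for the full control effect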
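ATP-content bioluminescence gauges trophozoite survival. Cells (100/well) receive compound and incubate anaerobically for 48 hrs at 37 deg C; detection reagent follows for 15-30 min at room temperature.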
Starred values were filed as active, the others as inactive; ? = inconclusive; nt = no result given; & = joins results of further samples; [ ] = dose if it differs, or a comment. Unless noted, calls come from the whole dose curve; as a rule, active = well fitted curve in the direction sought with a large enough effect; inconclusive = small, poorly fitted or top-dose-only effect, or another doubt; inactive = no such curve, though single readings can be large; an effect the other way counts as inactive or inconclusive. An excerpt; count on the stated rates, not on these rows.

SMILES	Coupling enz	Tb PFK inh	Chronic BCR inh	Menin MLL FP TR	B2AR arrestin	GALK inh	a7 integrin act	ASM inhibitor	PKM2 activator	PTAP TSG101 blk	Giardia killer
CN=c1oc2ccc(Cl)cc2cc1C(N)=O	-1	-5%	1%	26%	-0.2%	-4%	-9%	5%	2%	-4%	-1
Cc1cc(C)cc(NC(=S)NCc2ccncc2)c1	-4	-5%	7%	9%	0.1%	3%	-21%	9%	-2%	-2%	-6
CCOC(=O)N1CCN(CC(=O)Nc2c(C(=O)OC)[nH]c3cccc(Cl)c23)CC1	0	-10%	-15%	15%	0.4%	4%	-3%	0%	1%	-4%	13
CCOC(=O)N1CCC(N2C(=O)c3ccccc3C2Nc2cccnc2)CC1 (stereo not drawn)	-4	-6%	4%	-17%	0.0%	0%	20%	-1%	-10%	-3%	-16
Cc1ccsc1C(=O)NCCc1c[nH]c2ccccc12	nt	4%	?	nt	-1.0%	-4%	-19%	-1%	-3%	-5%	6
O=C(COC(=O)COc1ccc(Cl)cc1)NCc1cccs1	-2	0%	?	27%	0.1%	0%	-8%	1%	0%	-4%	-2
Cc1ccccc1-c1nc(-c2ccc(NC(=O)c3cccs3)cc2)no1	1	1%	9%	?	-1.0%	2%	-22%	-17%	-17%	-2%	-3
Cc1ccc(C(=O)Nc2cccc(C(F)(F)F)c2)cc1NC(=O)c1ccno1	-4	-4%	?	nt	-0.9%	-1%	15%&19%	-4%	-1%	4%	-6
COc1ccc2c(c1)c1nnc(SC)nc1n2C	5	0%	1%	0%	0.0%	7%	-17%	-2%	-5%	-7%	22
Cc1cc(N=CC2=C(O)CCCC2=O)no1	1	0%	2%	0%	-0.4%	6%	23%	11%	-2%	-1%	-7
CCOC(=O)[C@@H]1[C@H]2COc3ccc(Br)cc3[C@H]2N2C(=O)N(c3cccc(Cl)c3)C(=O)[C@]12C	0	-2%	5%	-12%	-1.0%	nt	14%	-6%	-2%	-4%	-17
O=C1C=C(c2ccc3ccccc3c2)C[C@@H](c2ccc(F)cc2)C1	nt	0%	?	nt	0.3%	nt	17%	0%	nt	-4%	3
CCOc1ccc(CCNS(=O)(=O)c2cc3c(cc2C)NC(=O)CO3)cc1OCC	0	-1%	-28%	0%	-1.0%	nt	-15%	1%	2%	-2%	-8
O=C(NNC(=O)c1ccccc1Cl)c1cc2cc(OC(F)(F)F)ccc2[nH]1	1	1%	4%	nt	-0.2%	-2%	-13%	-1%	5%	-4%	-10
Cc1ccnc(NC(NC(=O)C(C)C)(C(F)(F)F)C(F)(F)F)c1	-2	-4%	14%	-1%	-0.8%	nt	26%	4%	-2%	0%	-2
Cc1ccc(-c2cc(C(F)F)nc(N3CCOCC3)n2)cc1	-1	-8%	4%	-17%	-0.1%	4%	?	3%	-1%	-1%	-11
CSc1ccc(C(=O)N2CCC(CCC(=O)NCc3ccc(F)cc3)CC2)cc1	2	2%	18%	1%	0.2%	nt	-21%	1%	1%	-8%	-13
CN(c1ccc(F)cc1)S(=O)(=O)c1ccc(Cl)c(C(=O)NCc2ccco2)c1	nt	?	1%	nt	0.3%	nt	-16%	-1%	nt	-5%	10
CN(Cc1c(C(=O)N/N=C/c2ccc(O)cc2)nnn1-c1nonc1N)c1ccccc1	nt	1%	?	nt	0.1%	-9%	-2%	-15%	nt	0%	-28
C/C(CC(=O)Nc1ccccn1)=N\NC(=O)c1ccc2ccccc2c1	3	-6%	-8%	-21%	2.7%	0%	15%	2%	-2%	-7%	11
CCOC(=O)c1c(C)[nH]c(C(=O)OCC(=O)Nc2cc(C)c(Cl)cc2OC)c1C	-1	1%	0%	3%	-0.2%	-1%	-28%	-3%	-3%	-4%	-4
COc1cc2cc(Oc3ccc4ccc(=O)oc4c3)c(=O)oc2cc1OC(C)=O	0	-1%	5%	11%	-0.8%	-1%	0%	116%[activator]	0%	-5%	-3
COc1ccccc1OC(C)C(=O)Nc1ccc(S(=O)(=O)Nc2nccs2)cc1 (stereo not drawn)	11	0%	15%	30%[activator]	0.0%	10%	17%	1%	26%	3%	9
COc1ccc(C(=O)NCc2ccc(S(N)(=O)=O)cc2)cc1[N+](=O)[O-]	-2	-3%	2%	-8%	0.3%	-1%	?	1%	-16%	-4%	2
O=C(/C=C/c1ccc(Br)cc1)NC(=S)NNC(=O)c1ccco1	0	-4%	?	-9%	0.2%	-2%	-27%	-2%	-2%	-11%	13
CCCCNC(=O)/C(C#N)=C/c1cccnc1	4	0%	-1%	-6%	-0.1%	0%	5%	2%	1%	1%	22
CCCC(=O)NC(=S)Nc1ccc(N2CCN(C(=O)c3cccs3)CC2)cc1	8	2%	-5%	-22%	0.0%	4%	-14%	-1%	8%	0%	3
CC(C)c1nc(N2CCN(C(=O)c3ccco3)CC2)c(C#N)c2c1COC(C)(C)C2	-1	0%	?	?	-1.0%	-2%	-15%	7%	nt	0%	-2
Cc1nc(CCNC(=O)C2CCC(=O)N(CCc3cccc(F)c3)C2)sc1C (stereo not drawn)	nt	3%	4%	nt	0.2%	-6%	10%	-2%	nt	0%	-12
COc1cccc(CN(C(=O)COc2ccccc2[N+](=O)[O-])C2CCS(=O)(=O)C2)c1 (stereo not drawn)	0	-6%	?	0%	0.4%	7%	23%	-4%	-1%	0%	19
Cc1ccc2oc(=O)c3cnn(CC(=O)NCCc4ccsc4)c3c2c1	1	1%	?	5%	0.1%	2%	14%	3%	-5%	-4%	-7
Nc1nc2cc3ccccc3cc2[nH]c1=O	0	7%	?	?	0.2%	-8%	-21%	85%[activator]	0%	-10%	-18
COc1ccc2cnn(-c3ccccc3)c(=O)c2c1OC	0	-10%	?	11%	-0.3%	-7%	27%	6%	2%	-3%	0
O=C(Cn1c(=O)c2cccn2c2ccccc21)NCCc1ccccc1	nt	-1%	?	nt	0.4%	1%	-10%	-1%	nt	-8%	5
CCOc1ccc(NC(=S)NC(=O)/C=C/c2ccc(OC)cc2)c([N+](=O)[O-])c1	-3	1%	11%	19%	-1.0%	1%	-17%	-2%	-10%	1%	-11
COC(=O)C1=C(C(=O)c2ccc(C)cc2)C(c2ccccc2)n2nnnc2N1 (stereo not drawn)	7	-7%	11%	3%	-0.4%	nt	3%	0%	-3%	-4%	2
CCCOC(=O)C1=C(C)NC2=C(C(=O)C(C(=O)OC)C(C)C2)C1c1ccc(N(CC)CC)cc1 (stereo not drawn)	0	2%	?	-24%	0.0%	-4%	6%	7%	-4%	4%	6
Cc1noc(C)c1S(=O)(=O)N(C)C[C@H]1Oc2ccc(NC(=O)Cc3ccccc3)cc2C(=O)N([C@H](C)CO)C[C@@H]1C	nt	6%	-1%	nt	-0.3%	nt	16%	1%	nt	0%	-1
CCOc1cc2[nH]c(=O)n(Cc3cccc(OC)c3)c(=O)c2cc1OCC	1	0%	?	1%	-0.4%	-1%	-19%	-2%	-1%	1%	1
O=C(CN1C(=O)c2ccccc2C1=O)NCC(=O)OCC(=O)c1ccc(Cl)cc1	6	1%	2%	-4%	-1.7%	nt	21%	1%	10%	-5%	-21
COc1cnc(NS(=O)(=O)c2ccc(N)cc2)nc1	0&0&-1	-5%	1%	-2%	-0.9%	nt	nt	-1%	-7%	-2%	20
Cc1ccc(O)c(N=Cc2sc3ccccc3c2Cl)c1	1	-4%	-5%	21%	-1.2%	0%	-9%	-5%	-3%	-4%	-3
CCOC(=O)c1nc2nc(C)cc(=O)n2[nH]1	0	0%	-1%	-16%	-0.3%	2%	22%[7.66 µM]	4%	-8%	-1%	15
CCn1c(C2CC(=O)N(c3cc(C)cc(C)c3)C2)nc2ccccc21 (stereo not drawn)	4	-5%	5%	-13%	6.4%	2%	-20%	-1%	-5%	0%	17
CCn1cc(C2=NCC(C)O2)c2ccccc21 (stereo not drawn)	-1	1%	-4%	-13%	0.0%	-1%	-3%	1%	-4%	0%	-8
COc1cc(OC)cc(-c2c(C#Cc3ccsc3)c3cc(-c4cccc5[nH]ccc45)ccc3n2C)c1	nt	-1%	0%	nt	0.0%	nt	-14%	120%	nt	-6%	-2
O=C(CCn1nc(-c2ccccc2)ccc1=O)N1CCN(c2ccccc2)CC1	-1	-20%	-4%	-11%	-0.2%	nt	17%	0%	nt	-11%	-17
